ALOX12 inh: blocks human arachidonate 12S-lipoxygenase; AID 1671190; P18054; Potency, µM (titrated, usually from 108 µM), for inactives: at the top dose activity change, negative = inhibition, most hits filed as inhibitors; 1.1% of 580,000 active; purified 12hLO, xylenol orange hydroperoxide absorbance; active = well fitted inhibition curve with a large enough effect; inconclusive = small, poorly fitted or top-dose-only effect, or another doubt; inactive = no such curve, though single readings can be large or run the other way
Target sequence (P18054 whole entry, looked up): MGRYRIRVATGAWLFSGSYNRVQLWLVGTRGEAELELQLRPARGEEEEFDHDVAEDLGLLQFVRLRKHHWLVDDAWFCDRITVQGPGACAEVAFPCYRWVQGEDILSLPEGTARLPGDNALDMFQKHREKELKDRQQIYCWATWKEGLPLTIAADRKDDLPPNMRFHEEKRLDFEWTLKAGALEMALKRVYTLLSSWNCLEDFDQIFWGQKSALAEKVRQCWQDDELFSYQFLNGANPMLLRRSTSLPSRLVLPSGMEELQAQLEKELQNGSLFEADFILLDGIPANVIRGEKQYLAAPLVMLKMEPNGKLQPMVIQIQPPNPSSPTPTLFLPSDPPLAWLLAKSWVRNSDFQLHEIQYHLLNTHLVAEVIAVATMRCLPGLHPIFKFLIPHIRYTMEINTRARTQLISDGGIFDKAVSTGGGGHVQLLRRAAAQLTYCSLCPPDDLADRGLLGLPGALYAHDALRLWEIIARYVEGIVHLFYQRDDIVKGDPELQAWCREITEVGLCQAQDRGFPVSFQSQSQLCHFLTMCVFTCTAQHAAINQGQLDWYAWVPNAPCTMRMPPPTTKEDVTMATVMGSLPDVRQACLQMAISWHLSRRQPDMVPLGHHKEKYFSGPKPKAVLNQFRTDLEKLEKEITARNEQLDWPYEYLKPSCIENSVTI
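Hydroperoxide product was detected by ferrous iron/xylenol orange as the 573 to 405 nm absorbance ratio. Arachidonic acid at 40 uM (final) was turned over for 30 min at room temperature by 150 nM human 12hLO, pH 7.0 Hepes buffer, after 15 min compound preincubation.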
Active calls of the source: *; ? = inconclusive; [ ] = remark or other dose. % is set by controls: 0 for no effect and ±100 for the full control effect; potency is the fitted concentration of half-maximal effect.

SMILES	ALOX12 inh
O=C(COc1ccccc1)NC1CCCc2c1[nH]c1ccc(F)cc21 (centres undefined)	21%
CC(C(=O)NC(C)(C)C)N1CCC(C(=O)NCc2ccco2)CC1 (centres undefined)	37%[activator]
CCCc1ccc(C(=O)O)s1	?
O=C(Nc1ccc2ncnc(N3CCCCC3)c2c1)c1cc(F)ccc1F	4%
CCOC(=O)C(NC(=O)/C=C/c1ccc2cc(OC)ccc2c1)C(=O)OCC	-19%
CCOc1ccc(NC(=O)c2cc(-c3ccc[nH]3)n[nH]2)cc1	-22%
O=[N+]([O-])c1ccc(Br)c2ccncc12	?
N#C/C(=C/c1ccc(OC(F)F)cc1)C(=O)Nc1cc(Cl)ccc1Cl	-17%
O=C(/C=C/c1ccco1)Oc1ccc(Sc2ccc(OC(=O)/C=C/c3ccco3)cc2)cc1	11µM*
COC1C(C2COC3(CCCCC3)O2)OC2OC3(CCCCC3)OC21 (centres undefined)	14%
O=C(CSc1nnc2ccccn12)c1ccc(Cl)cc1Cl	-47%
O=C(CCc1ncc(-c2ccccc2)o1)N1CCCN(Cc2ccc(F)cc2)CC1	8%
Cn1c(Cc2cccs2)nnc1SCC(=O)N1CCN(c2ncccn2)CC1	-10%
Cc1sc(-c2nc(-c3ccccc3)no2)cc1S(=O)(=O)N1CCCCCC1	7%
CNC(=O)c1ccc(CN(C)C(=O)C2CCN(C(=O)/C=C/c3ccccc3)CC2)cc1	18%
O=C(c1cccc(Cl)c1)N1CCN(Cc2nnnn2C2CC2)CC1	?
Cc1c(CN2CCN(Cc3cccs3)C(CCO)C2)cnn1C (centres undefined)	31%[activator]
COc1ccc(-c2nc(C3CC(=O)N(c4ccc(F)c(Cl)c4)C3)no2)c(C)c1 (centres undefined)	-10%
CC(C)c1cc(-c2nc(-c3ccc4c(c3)OCO4)no2)n[nH]1	-10%
COCCCn1c(C)cnc1C1CCN(C(=O)NC2CCCCC2)C1 (centres undefined)	4%
O=C(c1ccco1)N1CCC(C(=O)N2CCN(C(=O)C3CC3)CC2)CC1	0%
O=C(CCC(F)(F)F)N1CCC(Oc2cnc3c(ccn3-c3cncnc3)c2)CC1	25%[176 µM]
CC(C)OCCCNc1nc2c(S(=O)(=O)c3ccccc3)nnn2c2ccccc12	1%[6.33 µM]
O=C1CC(c2ccccc2)N(C(=O)C2CC2)CCCCCCN1 (centres undefined)	37%
Cc1ccc(-c2nccc3c(=O)cc(N4CCN(C)CC4)oc23)cc1	18%[176 µM]
Cc1ccc(C(=O)N[C@H]2CO[C@H]3[C@@H]2OC[C@@H]3Nc2nccc(-c3cccs3)n2)cc1	1%[176 µM]
COc1ccc(C(C)NC(=O)c2c(C)noc2C)cc1OC (centres undefined)	-3%
CC1(C)CC(=O)C2=C(C1)OC(=O)CC2c1ccc2ccccc2c1 (centres undefined)	?
C[S+](=O)([O-])N1CC2(CCN(Cc3cccnc3)C2)Cc2ccccc21 (centres undefined)	-2%[6.33 µM]
O=C(Cc1ccccc1)NCC1CCOCC1	2%
CN(C)c1ccc(-c2ccnc(N[C@H]3CO[C@H]4[C@@H]3OC[C@H]4OC(=O)NC3CCCCC3)n2)cc1	17%
CCC(CC)NC(=O)COc1ncnc2ccccc12	?
O=C(NCCN1CCc2ccccc2C1)c1cccc2c1CCN2C(=O)C1CC1	47%[activator]
C[C@@H]1CN(C(=O)c2cccc(OCC(N)=O)c2)C[C@]1(C)O	-24%
CCc1noc(CN(CC)C(=O)c2ccccc2NCc2sccc2C)n1	23%
N#C/C(=C\c1ccc(-c2ccccc2)o1)c1ccccc1	-35%
O=C(NCc1cccc(C(F)(F)F)c1)O[C@H]1CC[C@@]23CCCN2C(=O)CCC[C@H]3[C@H]1Cc1ccccc1	0%
Cc1nnc(NC(=O)CSc2nnc(C3CC3)n2C(C)C)s1	5%
CCN(CC)c1cc(CCC(=O)N2CCN(c3ncccn3)CC2)ccn1	59%[activator]
Cc1cc(-c2cccc(OC(C)C)c2)cnc1-n1cnnc1	33%[activator]
O=C(CCc1conc1-c1ccccc1)NCc1ccco1	51%[activator]
Cc1[nH]c2ccccc2c1CC(=O)NCc1ccccc1-n1cncn1	4%
Cc1ccccc1C(=O)N(C)C1CCCc2ccccc21 (centres undefined)	43%[activator][176 µM]
CC(=O)NC[C@@H]1C=C(C)[C@H](Cc2nc3ccccc3[nH]2)C[C@H]1C(C)C	32%[activator][176 µM]
CCOc1ccccc1CN1CCn2c(nnc2[C@@H]2C[C@@H](O)CN2C)C1	53%[activator]
Cc1cccc(-c2ccc3c(c2)C(=O)N2CC[C@H](NC(=O)c4cccs4)C[C@H]2C(=O)N3)c1C	20%
CC(C)(C)NC(=O)NC(=O)CSc1nc(C2CC2)nc2ccccc12	?
CN(C)c1ccc(C(=O)N[C@H]2CC[C@@]34CCCN3C(=O)CCC[C@H]4[C@H]2Cc2ccccc2)cc1	10%
COC(=O)c1ccc(C2C(C#N)=C(N)OC3=C2C(=O)CC(C)(C)C3)cc1 (centres undefined)	-30%
O=C1CCC2(CNC(=O)c3ccoc3)CCC=C2N1 (centres undefined)	12%
CCCOc1nccnc1NC1CCN(C(=O)C2CCCO2)CC1 (centres undefined)	42%[activator]
COCc1nc(C2CCN(C(=O)C3CC3)C2)no1 (centres undefined)	42%[activator]
Cc1nnnn1CCCN1C[C@H](NC(=O)CC2CCC2)[C@@H](C(C)C)C1	7%
O=C(c1ccccc1)N1CCC2(CC1)C(=O)NCN2C(=O)Cc1ccc(O)cc1	14%[6.33 µM]
O=C1c2c(nc(COc3cccc(Cl)c3)n2Cc2ccccc2)NCCN1CC1CC1	13%[176 µM]
CCCc1cc(=O)oc2cc(C)cc(OCC(=O)NCCCO)c12	-28%
COCC1CN(C2CCC2)CC12CCN(C(=O)c1ccc(OC)nc1)CC2 (centres undefined)	54%[activator]
COCCc1noc(-c2nnn3c2COC(c2ccc(OC)cc2)C3)n1 (centres undefined)	55%[activator]
COc1ccc(C(=O)C(Nc2ccccc2)C(=O)Nc2ccc3ccccc3c2)cc1 (centres undefined)	?
CCOCCOC1CCN(C(=O)c2cccc3[nH]ccc23)CC1	17%
New compounds follow
SMILES	ALOX12 inh
O=[S+]([O-])(Nc1cccnc1)c1ccc2c(c1)OCCN(Cc1cncc(F)c1)C2	-3%[176 µM]
COc1ccc(-c2nc(C)nc3c2CCN([S+](=O)([O-])c2ccccc2)CC3)cc1	29%
COc1cccc(CC(=O)N2CC(Oc3ccc(-c4noc(-c5ccncc5)n4)cc3)C2)c1	5%
Cc1cc(/C=C/C(=O)c2ccc3ccccc3c2)c(C)s1	12%
O=C(Cn1nc2c(cc1=O)CCCCC2)Nc1nc2c(s1)CCCC2	8%
COc1ccc(CNC(=O)N2CCC(c3noc(-c4ccccc4)n3)C2)cc1 (centres undefined)	26%
CC(C)NC(=O)CN1C(=O)C(c2ccccc2)=NC12CCCCC2	35%
O=C(NNC(=O)c1ccc(NC(=O)C2CCCCC2)cc1)c1ccc(F)cc1	?
Cn1c(=O)c2c(-c3ccc(F)cc3)[nH]cc2n(C)c1=O	?
COCCN1CC2(CCCN(C(=O)c3ccc(C)n(C)c3=O)C2)CCC1=O (centres undefined)	-15%
CCCCCCCCN1C(=O)[C@@H](CC(=O)NCC2CCCCC2)C[C@@]2(C(=O)OC)C1=C[C@H](C(C)(C)C)O[C@@H]2C	-13%
COc1ccc(CNC(=O)C2CCN(c3nc4ccccc4o3)CC2)cc1	-11%
Cc1ccc2nc(-c3cccc(Cl)c3)c(Cc3ccsc3)n2c1	-1%
O=C(CCc1cccnc1)N1CC[C@@H](c2ccc3ccccc3c2)[C@H](O)C1	37%
Cc1[nH]c2ccc(C(=O)N3CCC(C(=O)N4CCCC4)CC3)cc2c1C	24%
O=C(CCC(=O)c1ccc(Cl)cc1)OCC(=O)c1ccc([N+](=O)[O-])cc1	-19%
CCc1cc(=O)oc2cc(OCC(=O)NCCC#N)ccc12	14%
O=C(OCc1coc(-c2cccs2)n1)c1ccc2c(c1)OCCCO2	?
O=C1CSc2ccc(C(=O)OCc3nc(-c4ccccc4)no3)cc2N1	-9%
CCc1ccccc1NC(=O)CSc1nnc([C@@H](N)CC(C)C)o1	14%

Some of these compounds in order of heavy-atom count, smallest number first.
SMILES	ALOX12 inh
CCc1ccccc1NC(=O)CSc1nnc([C@@H](N)CC(C)C)o1	14%
COc1ccc(CNC(=O)N2CCC(c3noc(-c4ccccc4)n3)C2)cc1 (centres undefined)	26%
O=[S+]([O-])(Nc1cccnc1)c1ccc2c(c1)OCCN(Cc1cncc(F)c1)C2	-3%[176 µM]

(cont.)
SMILES	ALOX12 inh
COc1ccc(-c2cc3c(=O)n(CCNC(=O)c4ccsc4)ccn3n2)cc1	44%[activator]
COCCNS(=O)(=O)c1cc(C(=O)O)cc(-c2ccc(N(C)C)nc2)c1	?
Cc1cc(C)c(C)c(S(=O)(=O)N2CCN(CC(=O)NC(=O)NC(C)(C)C)CC2)c1C	?
Clc1ccc(C2Cn3nnc(-c4nc(-c5cccc(Br)c5)no4)c3CO2)cc1 (centres undefined)	26%
O=C1[C@H]2CN(Cc3cccc(Br)c3)C[C@H]2C(=O)N1Cc1ccc2c(c1)OCO2	8%
CCc1noc(-c2cccn3c(CNC(=O)c4ccco4)nnc23)n1	55%[activator]
COc1cccc(Nc2cccc(CN3CCCC(C)(NC(C)=O)C3)c2)c1 (centres undefined)	0%[176 µM]
O=C(CN1Cc2ccccc2OC(c2ccsc2)C1)N1CCC(c2nc3ccccc3[nH]2)CC1 (centres undefined)	14%
Cc1nc(-c2ccc(C(C)N3CCCCC3)cc2)c(C#N)cc1C(=O)O (centres undefined)	41%[activator]
CCOc1cccc(CNC(=O)CC2CCOCC2)c1	17%
N#Cc1c(NC(=O)CSc2ccccn2)sc2c1CCCC2	?
O=C(CNC(=O)c1ccccc1Cl)NCCN1CCc2ccccc2C1	-28%
C=CCN(CC#Cc1ccccn1)Cc1ccc(OC)cc1OC	-19%
CC(C)(CO)NC(=O)c1ccc(Cl)cc1	9%
Cc1cc(N2CCN(S(=O)(=O)c3ccc(Cl)c(C(F)(F)F)c3)CC2)nc(C(C)C)n1	-27%
O=C(c1cc(-c2ccc(F)cc2)nc2ccccc12)N1CCC(Cc2nncn2CC2CC2)CC1	4%
COc1ccc(C)cc1NC(=O)Cn1c(-c2ccc(F)cc2)nc(C)c(CCO)c1=O	9%
N#Cc1nc(-c2cccs2)oc1NCCN1CCCCC1	?
COC(=O)c1cc2c(c3c4cc(F)ccc4n(S(=O)(=O)c4ccccc4)c13)C(=O)N(Cc1ccco1)C2	?
CN1c2cc(C(=O)Nc3ccc(C(N)=O)cc3)ccc2C(=O)N2CCCCCC21 (centres undefined)	-4%
O=S(=O)(c1ccccc1)c1cnc2cc3c(cc2c1N1CCN(Cc2ccccc2)CC1)OCCO3	-23%
CC1(C)Cc2ccccc2C(CSc2nc3c(c(C(F)(F)F)n2)CC(C(C)(C)C)CC3)=N1 (centres undefined)	8%
CC1(C)Cc2ccccc2-c2nnc(-c3ccc(Br)o3)n21	-5%
CCCNc1c(NC(=O)c2ccccc2OC)c(=O)oc2ccccc12	-20%
CC(C)NC(=O)N1CCN(C(=O)c2ccc(N(C)C)cc2)C[C@H]1C(=O)N[C@@H](CC1CCCCC1)C(N)=O	17%
CCn1cc(-c2ccc(C)cc2)cc1C(=O)NC1CC1	29%
COc1cccc(NC(=O)CCc2c(C)c3ccc(O)c(C)c3oc2=O)c1	-23%
CCc1cc(=O)oc2c(C)c(OC(C)C(=O)NCc3cccnc3)ccc12 (centres undefined)	3%
Cc1nc(CC(=O)N2CCCC(c3ccc(C(=O)O)cc3)C2)cs1 (centres undefined)	25%
CCCN1CCc2[nH]cnc2C12CCN(C(=O)c1cnn3ccccc13)CC2	36%
CCCCc1ccc(NC(=O)CSc2nnc(-c3cc(-c4ccccc4)n[nH]3)n2N)cc1	-16%
O=C(Cn1c(=O)oc2cc(S(=O)(=O)N3CCCCCC3)ccc21)c1ccc(Cl)cc1	?
O=C(O)C1(c2ccc(Br)cc2)CCCCC1	-6%
COCCC(C)NC(=O)c1cc(=O)[nH]c2ccccc12 (centres undefined)	-1%
CC(C)NC(=O)C[C@@H]1CCNC[C@@H]1Cc1cc(-c2ccccc2)on1	?
Cn1c(=O)c2c(ncn2CC(=O)NC(=O)NC2CCCC2)n(C)c1=O	19%
COc1ccc(C(C)NC(=O)CN2C(=O)NC3(CCOCC3)C2=O)cc1 (centres undefined)	34%

Of the compounds above, 14 contain a thiophene ring, fused or not.
SMILES	ALOX12 inh
CCCc1ccc(C(=O)O)s1	?
Cn1c(Cc2cccs2)nnc1SCC(=O)N1CCN(c2ncccn2)CC1	-10%
Cc1sc(-c2nc(-c3ccccc3)no2)cc1S(=O)(=O)N1CCCCCC1	7%
Cc1c(CN2CCN(Cc3cccs3)C(CCO)C2)cnn1C (centres undefined)	31%[activator]
Cc1ccc(C(=O)N[C@H]2CO[C@H]3[C@@H]2OC[C@@H]3Nc2nccc(-c3cccs3)n2)cc1	1%[176 µM]
CCc1noc(CN(CC)C(=O)c2ccccc2NCc2sccc2C)n1	23%
Cc1cccc(-c2ccc3c(c2)C(=O)N2CC[C@H](NC(=O)c4cccs4)C[C@H]2C(=O)N3)c1C	20%
Cc1cc(/C=C/C(=O)c2ccc3ccccc3c2)c(C)s1	12%
Cc1ccc2nc(-c3cccc(Cl)c3)c(Cc3ccsc3)n2c1	-1%
O=C(OCc1coc(-c2cccs2)n1)c1ccc2c(c1)OCCCO2	?
COc1ccc(-c2cc3c(=O)n(CCNC(=O)c4ccsc4)ccn3n2)cc1	44%[activator]
O=C(CN1Cc2ccccc2OC(c2ccsc2)C1)N1CCC(c2nc3ccccc3[nH]2)CC1 (centres undefined)	14%
N#Cc1c(NC(=O)CSc2ccccn2)sc2c1CCCC2	?
N#Cc1nc(-c2cccs2)oc1NCCN1CCCCC1	?

Not all compounds are listed; count on the stated rates, not on these rows.
